HTR5A ag = HTR5A agonism, opioid heterodimer counter-screen; HTR5A agonist assay, luminescence, cell-based; P47898; AID 504692; activation, % at 9.3 µM; 340,000 tested, 0.61% active; in the data active = activation mostly above about 9.5%, no sharp cut-off; inactive = mostly below about 7.6%;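 also: 0% = cells with vehicle only and 100% = reference agonist; strong numbers were not always called active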
PvdQ inh = blocks Pseudomonas aeruginosa PvdQ acylase activity. purified PvdQ acylase, fluorescence plate reader. inhibition, % at 10 µM. 340,000 tested, 0.063% active. AID 488965; in the data active = inhibition above about 30%, passing the limit was not always enough;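 also: 0% = vehicle neutral wells and 100% = reference inhibitor wells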
SR-BI uptake up = activators of SR-BI mediated HDL lipid uptake; AID 504775; CHO ldlA[mSR-BI] cells, DiI-HDL uptake fluorescence, 3 h; 100 = double the neutral-control signal; 320,000 tested, 0.096% active; activation, % at 12.5 µM;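 active = mean replicate activation of at least 60% and every replicate at or above 60%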;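 also: 0% = median plate neutral-control signal and 100% = twice that signal; values of inactives mirror those of a sister screen read the other way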
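Assay system: LDL receptor-deficient CHO ldlA cells overexpressing murine SR-BI / Medium: BSA-supplemented, HEPES-buffered Ham's F12, pH 7.4 / Probe or stimulus: DiI-labelled HDL at 10 µg/mL final / Timing: compound with DiI-HDL co-incubation, 3 h at 37 °C / Technique: bottom-read cell fluorescence after medium removal, ex 550/em 595 nm / Measure: HDL uptake via cellular fluorescence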
MITF act = activators of MITF-driven TRPM1 promoter activity in SK-MEL-5 cells; SK-MEL-5 TRPM1-promoter luciferase, 24 h; % of positive control, neutral wells = 0; activation, % at 12.5 µM; 300,000 tested, 0.75% active; AID 588334;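 active = mean activation of at least 80% with every replicate also reaching 80%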;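 also: 0% = neutral control wells and 100% = parthenolide positive control wells; values of inactives mirror those of a sister screen read the other way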
SR-BI DiI inh = mouse SR-BI HDL lipid transfer inhibition | inhibition, % at 12.5 µM | ldlA[mSR-BI] CHO cells, DiI-HDL uptake fluorescence, 3 h | 320,000 tested, 0.96% active | AID 488896 | Q61009;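 active = mean replicate inhibition of at least 70% and a set share of replicates each scoring 70 or more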;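 also: 0% = median of neutral control wells and 100% = median of positive control wells; values of inactives mirror those of a sister screen read the other way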
Wnt act = Wnt/beta-catenin pathway activation | activation, % at 9.35 µM | Wnt/beta-catenin reporter cell assay, activator, plate reader | 300,000 tested, 1.2% active; in the data active = activation above about 30%, passing the limit was not always enough;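 also: 0% = neutral control wells and 100% = positive control wells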
CDK5 p35 inh = inhibitors of human CDK5/p35 kinase | inhibition, % at 10 µM | AID 488839 | 330,000 tested, 0.01% active | Recombinant CDK5/p35, ADP-Glo luminescence, 60 min;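 active = highest replicate inhibition of at least 50% and at least 75% of replicates reaching 50%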;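 also: plate controls were DMSO neutral control for no effect and GW8510 at 10 µM for full effect; many of its hits are not listed in these tables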
Target sequence (Q00535 whole entry, looked up): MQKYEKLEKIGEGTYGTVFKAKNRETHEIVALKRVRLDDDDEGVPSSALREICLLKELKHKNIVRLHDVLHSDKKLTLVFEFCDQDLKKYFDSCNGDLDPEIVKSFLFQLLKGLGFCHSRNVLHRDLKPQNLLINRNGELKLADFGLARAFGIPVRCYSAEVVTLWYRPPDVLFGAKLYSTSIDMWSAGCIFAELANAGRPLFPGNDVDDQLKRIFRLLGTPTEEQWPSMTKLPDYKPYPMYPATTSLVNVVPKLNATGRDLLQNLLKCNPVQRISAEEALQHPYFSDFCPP
Target sequence (Q15078 whole entry, looked up): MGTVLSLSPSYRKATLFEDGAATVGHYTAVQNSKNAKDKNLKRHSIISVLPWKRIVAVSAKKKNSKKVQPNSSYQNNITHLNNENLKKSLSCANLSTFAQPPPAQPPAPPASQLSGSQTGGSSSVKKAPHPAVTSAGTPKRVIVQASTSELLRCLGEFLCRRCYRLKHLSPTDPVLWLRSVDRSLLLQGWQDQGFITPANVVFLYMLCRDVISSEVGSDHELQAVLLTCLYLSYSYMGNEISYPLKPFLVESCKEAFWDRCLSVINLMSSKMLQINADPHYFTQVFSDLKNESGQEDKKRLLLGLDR
cardiac RTF act = cardiac RTF calcium sensitization. IANBD-labeled TnC RTF fluorescence at EC20 calcium; 0% EC20 calcium, 100% full calcium. activation, % at 7.2 µM. 340,000 tested, 0.24% active;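 active = activation above the mean over all tested compounds plus 3 SD, cut at about 30% in these data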;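 also: rise in fluorescence read as greater calcium sensitivity of cardiac thin filaments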
Rtt109 HAT inh = C. albicans Rtt109 histone acetyltransferase inhibition; Q5AAJ8; purified Rtt109/Vps75, ThioGlo CoA-SH fluorescence, 4 h; inhibition, % at 34.9 µM; 330,000 tested, 0.16% active; AID 540336;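 active = inhibition of at least 50% in every replicate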
dFosB activator = activators of mouse delta FosB homodimer; activation, % at 25 µM; P13346; 340,000 tested, 0.99% active; purified delta FosB, TAMRA-CDK5 oligo fluorescence polarization; percent of positive-control signal above neutral wells;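 active = mean activation above about 17%, with every replicate also reaching it, limit read from the data, passing the limit was not always enough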;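 also: fluorescence polarization rise as delta FosB binds a TAMRA Cdk5 AP-1 oligo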
Target sequence (P13346 whole entry, looked up): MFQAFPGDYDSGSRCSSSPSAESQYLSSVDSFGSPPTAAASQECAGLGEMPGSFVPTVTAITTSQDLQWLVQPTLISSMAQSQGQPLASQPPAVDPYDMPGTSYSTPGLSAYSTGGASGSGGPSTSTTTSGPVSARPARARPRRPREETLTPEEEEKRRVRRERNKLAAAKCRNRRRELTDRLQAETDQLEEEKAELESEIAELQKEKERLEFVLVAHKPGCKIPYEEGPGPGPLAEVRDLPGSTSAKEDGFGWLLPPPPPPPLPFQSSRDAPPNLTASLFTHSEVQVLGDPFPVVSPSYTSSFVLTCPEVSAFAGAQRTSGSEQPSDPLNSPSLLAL
* = called active by the depositor; x = no result given; & = joins results of further samples.

canonical_smiles	cardiac RTF act	SR-BI DiI inh	CDK5 p35 inh	HTR5A ag	dFosB activator	Rtt109 HAT inh	MITF act	Wnt act	PvdQ inh	SR-BI uptake up
Cc1ccc(NS(=O)(=O)c2ccc3[nH]c(=O)oc3c2)c(C)c1	-1	-18	-1.5	3	-3	-2	12	-1	-4	18
O=C1c2ccccc2C(Nc2ccc(S(=O)(=O)N3CCCCC3)cc2)N1Cc1ccco1 (stereo unspecified)	5	-7	-0.9	0	-3	0	x	4	-16	7
O=C(/C=C/c1ccco1)N/C(=C\c1ccco1)C(=O)NCCc1nc2ccccc2[nH]1	0	6	-3.0	2	-6	-3	2	0	-9	-6
O=C1C2C(c3cccc(/C=C/c4ccccc4)c3)CC=CC2C(c2ccc(C(F)(F)F)cc2)N1Cc1ccccc1 (stereo unspecified)	-9	-19	-1.2	-2	0	2	27	-6	11	19
COc1cccc(NC(=O)N2CCCC(C(=O)NC3CCCCC3C)C2)c1 (stereo unspecified)	0	-7	-0.1	2	-12	-12	-6	-1	-16	7
Cc1ccc(OCc2cc(C(=O)N(C)CCc3ccccn3)no2)cc1C	5	13	1.6	2	5	1	73	22	-10	-13
CNS(=O)(=O)Cc1ccc2[nH]cc(CCN(C)C)c2c1	2&-2	-11&-4	1.0&1.1	24&16	1&-2	9&2	7&1	0&1	4&-3	11&4
COc1ccc(CCNC(=O)C(=O)N2CCCC2)cc1OC	4	2	0.8	0	-4	-13	-1	-1	-8	-2
O=C(N/N=C/c1cccc([N+](=O)[O-])c1)C1COc2ccccc2O1 (stereo unspecified)	9	-2	-1.6	-2	-12	-5	13	1	-8	2
CC(C)c1ccc(OCC(=O)N2CCN(c3ccccn3)CC2)c(Br)c1	1	-5	-0.5	-1	-19	0	5	-1	-23	5
CC(C)(C)NC(=O)N1CCn2cccc2C1c1ccccc1F (stereo unspecified)	1	x	-1.7	3	-13	0	5	2	-14	x
COC(=O)[C@@]12CCCN1[C@H](c1ccc(-c3ccccc3)c(OC)c1)[C@H]1C(=O)N(C)C(=O)[C@H]12	-6	4	-2.0	11	-5	3	5	-2	0	-4
COc1ccc(NC(=O)C(=O)NCC(c2ccco2)N2CCc3ccccc32)cc1 (stereo unspecified)	-19	-12	-4.8	-1	3	0	-28	x	-11	12
Nc1nnc(SCC(=O)NC23CC4CC(CC(C4)C2)C3)s1	-1	-12	-0.3	-3	-3	-16	1	-3	-15	12
CN1CCN(C(=O)c2ccccc2NC(=O)CCN2C(=O)c3ccccc3C2=O)CC1	-2	-12	0.7	-2	2	x	-12	x	-2	12
CCc1ccc(NC(=O)C2CCN(S(=O)(=O)c3ccc4c(c3)CC(C)N4C(C)=O)CC2)cc1 (stereo unspecified)	-4	40	-0.5	3	4	-13	x	-7	-8	-40
O=S(=O)(NCC1CCCO1)c1cccc(S(=O)(=O)N2CCCC2)c1 (stereo unspecified)	-6	-26	0.7	0	6	-35	x	x	-9	26
CCCn1c(-c2ccccc2)cc(SC)c(C#N)c1=O	4	-12	1.4	0	-1	-11	-15	-5	-15	12
CN1CCN(c2nc(-c3cccc([N+](=O)[O-])c3)nc3ccccc23)CC1	-1	38	0.4	-4	14	5	13	1	3	-38
Cc1cc(C)n(S(=O)(=O)c2ccc(F)cc2)n1	-3	10	-1.5	-5	5	9	x	-1	0	-10
CCCNC(=O)c1cccc(Cn2cc(Br)c([N+](=O)[O-])n2)c1	2	-2	0.4	1	-1	4	-13	x	-2	2
Cc1ccc(/C=N/NC(=O)c2ccc(-n3cnnn3)cc2)cc1	2	13	0.0	1	4	2	9	-5	-5	-13
CC1CCC(NC(=O)COc2ccccc2C(N)=O)CC1 (stereo unspecified)	5	3	0.2	0	-8	-4	x	x	-11	-3
O=C(NCCOCc1ccc(Cl)cc1)c1ncn[nH]1	-1	-4	1.3	-6	-2	2	-3	x	-11	4
COc1ccc(NC(=S)N2CCC(NC(=O)c3ccc(F)cc3)CC2)cc1	-1	-7	1.2	-3	3	0	0	-3	-13	7

Exported with values under each structure: entries from further up.
Each structure is followed by: cardiac RTF act, SR-BI DiI inh, CDK5 p35 inh, HTR5A ag, dFosB activator, Rtt109 HAT inh, MITF act, Wnt act, PvdQ inh, SR-BI uptake up
CC(C)(C)NC(=O)N1CCn2cccc2C1c1ccccc1F (stereo unspecified)
→ 1, x, -1.7, 3, -13, 0, 5, 2, -14, x
COC(=O)[C@@]12CCCN1[C@H](c1ccc(-c3ccccc3)c(OC)c1)[C@H]1C(=O)N(C)C(=O)[C@H]12
→ -6, 4, -2.0, 11, -5, 3, 5, -2, 0, -4

Next entries:
canonical_smiles	cardiac RTF act	SR-BI DiI inh	CDK5 p35 inh	HTR5A ag	dFosB activator	Rtt109 HAT inh	MITF act	Wnt act	PvdQ inh	SR-BI uptake up
COc1ccc(-n2ncc3c(NCc4ccco4)ncnc32)cc1	-3	7	-1.9	0	-1	-3	x	x	-9	-7
CCOc1ccc(C(=O)NC(=S)Nc2ccc(NC(=O)c3ccco3)c(C)c2)cc1[N+](=O)[O-]	-2	43	-1.4	1	2	x	-3	-9	-2	-43
NC(=O)c1c(-c2ccc(Cl)cc2Cl)csc1NC(=O)Cc1ccccc1	3	13	1.9	-1	-1	-1	11	0	-15	-13
CCOc1ccc(-c2cccc(NC(=O)c3ccc(Br)o3)c2)nn1	-1	1	3.0	-6	-27	-2	-1	-2	-9	-1
COc1cc(CCCN2C(=S)NC[C@@H]2Cc2ccccc2)cc(OC)c1OC	2	9	1.6	0	-1	7	15	1	-13	-9
O=C(Nc1nnc(CCc2ccccc2)s1)c1cccc(F)c1	8	-21	-1.0	-1	-3	-5	x	5	1	21
CS(=O)(=O)Nc1ccccc1C(=O)NCc1ccco1	9	1	-0.9	-2	4	-21	3	x	-11	-1
Cc1c(C(=O)O)cnc2cc(-c3ccc(Cl)cc3)nn12	6	-13	-1.2	-2	-7	-1	x	11	2	13
O=C(O)C1C2CCC(C2)C1C(=O)NCCc1cccc(Cl)c1 (stereo unspecified)	1	-5	0.7	8	-5	4	9	1	-21	5
CC1CCN(CCC(=O)N2CCCc3c2c(=O)oc2ccc(O)cc32)CC1	-2	-3	-1.2	-2	-7	7	x	-5	-9	3
O=C1C=CC(=O)N1CCCCCCCCCCN1C(=O)C=CC1=O	-3	6	-0.6	-3	6	4	-90	-9	-18	-6
COc1ccc(C(=O)Nc2nnc(S(=O)(=O)N(C)Cc3ccc(F)cc3)s2)cc1OC	-4	1	0.0	1	23*	-3	3	-2	-5	-1
COc1cccc(NC(=O)CCC2CCN(C(=O)c3sccc3C)CC2)c1	-6	26	-0.6	2	-8	-4	-4	0	-5	-26
CC(=O)c1c(C)[nH]c(C(=O)N(CCc2ccccc2)Cc2ccccc2)c1C	1	13	-0.7	-6	-11	-1	2	2	-2	-13
CC1(C)CC(=O)c2sc(NC(=O)CN3C(=O)CCC3=O)nc2C1	-4	-5	-0.6	3	-2	10	-12	-4	-9	5
O=C(c1ccccc1)c1ccc(OCCCN2CCCC2)cc1	-4	-19	1.9	-1	0	9	4	1	4	19
CCOc1ccc2c(S(=O)(=O)O)cccc2c1[N+](=O)[O-]	-3	-5	0.7	5	2	-5	-2	-3	-9	5
COc1ccc2nc(NC(=O)C3CCN(S(=O)(=O)c4cnc[nH]4)CC3)sc2c1	-2	x	-1.0	1	5	5	-4	-3	-7	x
Cc1ccc(C2CN(CCC(N)=O)C(=O)CO2)cc1 (stereo unspecified)	-3	-1	-1.1	-2	2	-4	-9	3	-3	1
COc1cc(CCCN2C(=O)C(=O)NC[C@@H]2CCCCN)cc(OC)c1OC	-7	-15	0.7	6	-10	6	9	-1	12	15
CC(C)N(Cc1ccccc1)C(=O)CN1C(=O)COc2ccc(S(=O)(=O)NC3CCCC3)cc21	2	-5	-0.1	-9	-9	18	-5	-1	-6	5
COc1cc(/C=N/NC(=O)[C@H](Cc2c[nH]c3ccccc23)NC(=O)OCC(C)C)cc([N+](=O)[O-])c1O	-7	-5	0.7	-1	-6	-1	3	-3	8	5
Cc1ccc(OCC(=O)N(Cc2cccs2)C2CCS(=O)(=O)C2)cc1 (stereo unspecified)	3	-9	0.3	3	-13	4	x	-5	-10	9
CN1CCN(S(=O)(=O)c2ccc(Cc3ccc(S(=O)(=O)N4CCN(C)CC4)cc3)cc2)CC1	6	x	1.6	1	-3	1	5	x	-4	x
COc1cc(CNC(C)C)ccc1OCC(=O)Nc1cccc2ccccc12	-7	-21	-1.4	1	-13	1	13	-1	-21	21
CC(OC(=O)CN1C(=O)NC(C)(C)C1=O)C(=O)c1ccccc1 (stereo unspecified)	-5	-10	-0.2	1	2	0	2	x	1	10
Cc1ccc(NS(=O)(=O)c2ccc(NC(=O)CSc3ccc(Cl)cc3)cc2)c(C)c1	5	11	1.2	6	4	-8	-5	-5	-19	-11
COc1ccc2c(c1O)Cc1ccccc1C2=O	10	-14	-0.3	1	3	8	5	0	6	16
N#CC1=C(S)N(c2ccc(F)cc2)C(c2ccco2)NC1=O (stereo unspecified)	4	12	0.1	-4	-4	-3	0	-1	-8	-12
COC(=O)c1sccc1NC(=O)CC1C(=O)NCCN1C(=O)Nc1ccc(F)cc1F (stereo unspecified)	-4	3	0.2	-1	-9	2	-2	0	-4	-3
CC(=O)N/N=C(\C)CC(=O)NC(C)(C)C	-8	0	-5.8	4	2	2	2	-2	12	0
COc1ccc2[nH]c(=O)c(CN(Cc3cccs3)S(=O)(=O)c3c(C)ccc4nsnc34)cc2c1	-2	x	-0.3	4	-4	0	x	-12	-4	x
COc1cc2c(cc1OC)CN(Cc1cc(=O)oc3cc(C)c(Cl)cc13)CC2	-5	11	0.8	-3	2	-11	15	4	-11	-11
COCCSc1ccccc1C(=O)Nc1nnc(C)s1	1	-6	-1.3	-2	1	1	0	x	-9	6
COc1cccc(C(=O)Nc2ccc(NC(=O)c3ccco3)c(Cl)c2)c1	-2	69	0.7	0	23*	13	33	5	4	-69
CCCCOc1ccc(C(=O)NCC(=O)OC2CCOC2=O)cc1 (stereo unspecified)	2	-12	0.9	0	0	13	8	x	-12	12
O=C(NC1CCCC1)c1ccc(CS(=O)Cc2ccccc2Cl)o1 (stereo unspecified)	3	13	-0.6	4	-9	-7	-7	-1	-4	-13
CC1CCc2c(sc(NC(=O)C3c4ccccc4Oc4ccccc43)c2C(N)=O)C1 (stereo unspecified)	-5	5	0.6	1	-3	-2	-6	-8	-5	-5
OCCC1CN(Cc2cc(F)ccc2-n2cccn2)CCN1Cc1ccc(F)cc1 (stereo unspecified)	-3	x	0.4	4	-7	35	-5	0	13	x
CCOC(=O)C1CCN(C(=O)C2CCCCC2)CC1	2	-14	0.5	1	10	-4	4	x	-13	14
COc1cc(C(=O)NCc2cccnc2)ccc1OCC(=O)Nc1cccc(C(F)(F)F)c1	-12	34	5.5	-5	-1	-6	-17	-9	6	-34
COC(=O)/C(C#N)=C/c1c(N2CCCCCC2)nc2ccccn2c1=O	-2	32	0.4	-5	-7	-14	4	-2	6	-32

High-throughput results from PubChem.
